NTR1 ag: agonists of NTR1, primary screen, imaging, U2OS cells, beta-arrestin-GFP, high content (AID 493036); activation, % at 20 µM; hit rate 0.17% among 330,000; NTR1-U2OS beta-arrestin-GFP spot imaging, agonist mode; Neurotensin receptor type 1 (Homo sapiens), P30989;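 active means activation at or above 40% of the spot to cytoplasm intensity ratio, with at least 20 cells analyzed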;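 further: 0% = DMSO without peptide and 100% = 100 nM NTR1 peptide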
Target sequence (P30989 whole entry, looked up): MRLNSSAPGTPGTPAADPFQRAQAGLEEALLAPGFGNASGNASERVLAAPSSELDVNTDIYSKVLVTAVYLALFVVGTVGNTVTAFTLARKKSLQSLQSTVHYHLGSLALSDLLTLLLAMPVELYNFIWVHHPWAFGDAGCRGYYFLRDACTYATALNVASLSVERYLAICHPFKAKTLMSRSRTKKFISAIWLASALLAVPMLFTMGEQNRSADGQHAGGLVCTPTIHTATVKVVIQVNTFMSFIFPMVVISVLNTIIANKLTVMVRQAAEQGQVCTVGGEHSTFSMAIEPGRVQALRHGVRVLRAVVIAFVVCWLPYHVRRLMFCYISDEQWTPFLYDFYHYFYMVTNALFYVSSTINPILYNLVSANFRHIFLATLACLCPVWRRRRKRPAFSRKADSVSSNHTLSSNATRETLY
T cell HTS: modulators of CD8 T cell-vesicle binding, primary screen, mouse 2C CD8+ T cells, flow cytometry | 2C CD8+ T cell-vesicle binding; stronger effect = lower value | calls only at 7 µM | hit rate 0.068% among 330,000;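 active means response, share of CD8 T cells binding vesicles, and their 90th percentile fluorescence all below set limits, cut at about 80% in these data, passing the limit was not always enough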
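Assay system – 2C mouse CD8+ T cells · Also added – QL9-loaded Drosophila micro-vesicles · Timing – Cell–vesicle co-incubation 1.5 h at 37 °C, staining 20 min on ice · Signal – flow cytometry of vesicle-bound cells · Measure – percent CD8+ FL2 mean versus row control · Controls – Peptide-free naked vesicles (low) and QL9 vesicles with 0.7% DMSO vehicle (high)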
PhoP inhibition: inhibitors of PhoP regulon expression, primary screen, Salmonella Typhimurium, GFP reporter (AID 1863); inhibition, % at 50 µM, or IC50 in µM where a hit was titrated; hit rate 0.16% among 300,000; S. Typhimurium PhoP-regulated promoter GFP reporter, 4 h; higher % means a stronger effect;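 active means inhibition over 29.93%, a cutoff 3 SD above the screen mean, later confirmed by dose response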;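 further: 0% = low Mg2+ inducing control and 100% = high Mg2+ repressing control; strong numbers were not always called active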
T cell HTS vesicle-bound %: also measured in T cell HTS; calls as there; double positive events, %; measured here: CD8+ vesicle-bound cell fraction;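 binding gate set so that unloaded-vesicle control wells show 10% double positive cells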
NTR1 ag cell count 20 µM: also measured in NTR1 ag; calls as there; cell count; measured here: cell count, cytotoxicity flag
Starred values were filed as active, the others as inactive; i = inactive.

SMILES	NTR1 ag	NTR1 ag cell count 20 µM	T cell HTS	T cell HTS vesicle-bound %	PhoP inhibition
Oc1ccc(C[C@@H]2CNCCN2CC2CCCCC2)cc1	-2.4	96	i	44	5%
CS(=O)(=O)c1cccc(-c2nnc(NC(=O)c3ccc(S(=O)(=O)N4CCCC4)cc3)o2)c1	0.0	64	i	57	-6%
Cc1ccc(N2CC(NS(=O)(=O)c3cccnc3)CC2=O)cc1C (stereo not drawn)	-0.3	46	i	30	11%
O=C(OCC(=O)N1CCCC1=O)c1cc(Cl)ccc1O	0.6	52	i	57	1%
COc1ccc(NC(=O)CN(C)C(=O)Cc2ccc(S(=O)(=O)N3CCOCC3)s2)cc1	-1.1	69	i	29	-2%
O=C(Nc1ccncc1)c1ccc(N2CCCC2=O)cc1	0.2	66	i	23	-5%
Cc1ccc(NC(=O)c2ccc(Cl)c(S(=O)(=O)N3CCCCCC3)c2)nc1	0.5	66	i	34	3%
Cc1ccc2nc(SCC(=O)N3CCCC3)nc(=O)n2c1	-0.6	57	i	57	-6%
CC(C)(C)OC(=O)[C@H](CCCCN)NC(=O)c1nc[nH]c1C(=O)NCCCCCN	-5.4	38	i	10	6%
O=C(OCC(=O)N1CCCc2ccccc21)c1ccccc1NCCO	1.0	73	i	55	-4%
CCN(C(=O)CCN1C(=O)c2ccccc2S1(=O)=O)c1ccccc1	-0.4	64	i	47	-2%
Nn1c(SCC(=O)Nc2nccs2)nnc1-c1ccccn1	0.4	54	i	45	2%
O=C(CNC(=O)c1ccc(Br)o1)NCC(=O)OCc1ccccc1	0.0	64	i	58	-2%
Cc1cccc(NC(=O)CSCC(=O)Nc2ccccc2C(=O)NC2CC2)c1	1.4	55	i	24	5%
CCCCn1c(N)c(N(CCOC)C(=O)c2cccc(S(=O)(=O)N(C)c3ccc(C)cc3)c2)c(=O)[nH]c1=O	-0.6	66	i	37	-8%
O=C(COC(=O)c1ccc(Cl)c(S(=O)(=O)N2CCOCC2)c1)NCc1ccco1	0.7	60	i	17	-8%
O=C(CCc1nc2ccccc2c(=O)[nH]1)N1CCN(S(=O)(=O)c2cccc([N+](=O)[O-])c2)CC1	0.3	64	i	38	-3%
Cc1cccc2sc(N(CCN3CCOCC3)C(=O)CCS(=O)(=O)c3ccccc3)nc12	5.6	59	i	2	5%
COc1ccccc1-n1c(SC(C)C(=O)NCC2CCCO2)nc2cc(Cl)ccc2c1=O (stereo not drawn)	-1.3	67	i	32	6%
COc1ccc(C(CNC(=O)c2oc3ccc(OC)cc3c2C)N2CCCC2)cc1 (stereo not drawn)	4.7	45	i	32	-5%
O=C(COc1ccc(F)cc1)Nc1cc(S(=O)(=O)N2CCCCC2)ccc1N1CCCCC1	-0.1	60	i	17	-7%
COc1ccc(OC)c(S(=O)(=O)Nc2cc3c4c(c2)CC(=O)N4CCC3)c1	0.3	63	i	19	5%
O=C(CNC(=O)c1cc(S(=O)(=O)N2CCCCC2)ccc1N1CCOCC1)Nc1ccc(F)c(F)c1	-0.3	61	i	56	-7%
CN1CCN(C(CNS(=O)(=O)c2ccc(Br)cc2)c2ccc3c(c2)OCO3)CC1 (stereo not drawn)	-1.4	53	i	37	-3%
O=C(CCNC(=O)c1ccccc1Cl)NCC(c1ccc(F)cc1)N1CCOCC1 (stereo not drawn)	-0.7	55	i	30	3%
CCCCn1c(N)c(N(CCC(C)C)C(=O)c2cc(S(=O)(=O)N3CCOCC3)ccc2F)c(=O)[nH]c1=O	2.2	40	i	38	-4%
CC1CN(C(=O)CSc2nnc(NC(=O)NC(C)(C)C)s2)CC(C)O1 (stereo not drawn)	2.2	63	i	46	6%
CCCCn1c(N)c(N(CCOC)C(=O)COC(=O)COc2ccc(CC)cc2)c(=O)[nH]c1=O	-0.3	61	i	22	-6%
Cc1c(C(=O)NNC(=O)c2ccncc2)oc2ccc(Br)cc12	-0.2	77	i	13	1%
CCCCn1c(N)c(N(CCOC)C(=O)c2cccc(S(=O)(=O)N(C)c3ccccc3)c2)c(=O)[nH]c1=O	0.0	57	i	48	2%
Cc1ccc(S(=O)(=O)Nc2ccccc2N(C)S(=O)(=O)c2ccc(C)cc2)cc1	2.3	43	i	28	15%
COc1ccc(C(CNC(=O)c2cccc(S(=O)(=O)NCc3ccccc3)c2)N2CCOCC2)cc1 (stereo not drawn)	-1.0	51	i	39	10%
CCN1C(=O)C(=O)N(CC(=O)N(C)CC(=O)Nc2ccccc2Cl)C1=O	0.3	60	i	38	-4%
Nc1nc2c(ncn2C2C[C@H](O)[C@@H](CO)O2)c(=O)[nH]1 (stereo partly drawn)	-2.2	58	i	44	4%
C[C@H](O)[C@H](O)[C@H]1CNc2nc(N)[nH]c(=O)c2N1	-2.2	51	i	36	-2%
CCCCn1c(N)c(N(CCC(C)C)C(=O)CC2CCCC2)c(=O)[nH]c1=O	-0.5	64	i	22	0%
CCOc1ccc([C@@H]2CC=C(C(=O)O)CN2S(=O)(=O)c2ccc(C)cc2)cc1	0.4	97	i	47	2%
CCCCn1c(N)c(N(CCC(C)C)C(=O)c2cccc(S(=O)(=O)N3CCN(C)CC3)c2)c(=O)[nH]c1=O	-0.6	53	i	42	2%
COc1ccccc1C(=O)NCCC(=O)NNC(=O)Cn1ccc(C(F)(F)F)n1	-1.1	61	i	24	-5%
CC(C)(C)NC[C@H](O)COc1cccc2c1CCCC2=O	0.1	59	i	21	-7%
Cc1ccc(S(=O)(=O)N2[C@@H](c3ccccc3)C(C(=O)O)=CC[C@H]2c2cccc(C)c2)cc1	14	99	i	33	-9%
CCCCC(CC)C(=O)Nc1cc(C(=O)NCc2ccc(C)cc2)ccc1N1CCC2(CC1)CC(c1cccc(Br)c1)=NO2 (stereo not drawn)	2.5	84	i	31	11%
O=C(COC(=O)CCC1CCCC1)Nc1cccc(S(=O)(=O)N2CCOCC2)c1	0.7	57	i	32	-1%
CC(C)Cc1nnc(NC(=O)c2ccc(N3CCCC3=O)cc2)s1	0.7	44	i	44	-5%
Cc1ccc(NC(=O)c2ccc(S(=O)(=O)NCc3ccco3)cc2)nc1	0.4	111	i	55	2%
O=C(CSc1nc(C(F)(F)F)cc(=O)[nH]1)NCc1ccc2c(c1)OCO2	-1.1	39	i	47	-2%
COc1ccc(Cl)cc1C(=O)OCC(=O)N(C)CC(=O)Nc1ccc(F)cc1	-0.8	46	i	42	-3%
Cc1ccc(OCCC(=O)N(CCC(C)C)c2c(N)n(Cc3ccccc3)c(=O)[nH]c2=O)cc1	1.6	68	i	32	-10%
O=C(CSc1n[nH]c(-c2ccco2)n1)Nc1ccccc1	-1.0	53	i	32	3%
COC(=O)c1ccc(NC(=O)COc2coc(CN3CCc4ccccc43)cc2=O)cc1	0.0	77	i	29	1%
COc1ccc2oc(C(=O)OCC(=O)NCc3ccco3)c(C)c2c1	2.0	55	i	30	-11%
COc1ccc(C[C@](C)(N)C(=O)O)cc1OC	1.1	69	i	26	-6%
CN(C)c1ccc(C(CNS(=O)(=O)c2ccc([N+](=O)[O-])cc2)N2CCCC2)cc1 (stereo not drawn)	0.2	81	i	50	1%
Cc1ccc(S(=O)(=O)N(C)C)cc1NC(=O)CN1C(=O)NC(Cc2ccccc2)C1=O (stereo not drawn)	0.8	55	i	42	-1%
Cc1ccccc1OCC(=O)OCC(=O)Nc1cc(S(=O)(=O)N2CCCCC2)ccc1Cl	1.7	65	i	52	5%
COc1cc(-c2nnc(NC(=O)c3ccco3)o2)cc(OC)c1OC	2.5	53	i	32	3%
COc1ccc([C@@H]2[C@@H]3C(=O)N(C(C)(C)C)C(=O)[C@@H]3[C@]3(Cc4ccccc4)C(=O)N(c4ccc(C)cc4)C(=O)N23)cc1	0.8	71	i	24	-6%
O=C(c1ccco1)N1CCN(Cc2cc(=O)c(OCc3ccccc3F)co2)CC1	-0.4	62	i	32	-4%
Cc1cn2c(=O)c(C(=O)N3CCN(c4ccccc4Cl)CC3)cnc2s1	1.6	75	i	21	-8%
O=C(NCc1ccncc1)c1cc(S(=O)(=O)N2CCOCC2)c(Cl)cc1Cl	-1.0	56	i	59	-7%

13 entries from above, in markdown.
| structure | NTR1 ag | NTR1 ag cell count 20 µM | T cell HTS | T cell HTS vesicle-bound % | PhoP inhibition |
| --- | --- | --- | --- | --- | --- |
| O=C(CSc1nc(C(F)(F)F)cc(=O)[nH]1)NCc1ccc2c(c1)OCO2 | -1.1 | 39 | i | 47 | -2% |
| COc1ccc(Cl)cc1C(=O)OCC(=O)N(C)CC(=O)Nc1ccc(F)cc1 | -0.8 | 46 | i | 42 | -3% |
| Cc1ccc(OCCC(=O)N(CCC(C)C)c2c(N)n(Cc3ccccc3)c(=O)[nH]c2=O)cc1 | 1.6 | 68 | i | 32 | -10% |
| O=C(CSc1n[nH]c(-c2ccco2)n1)Nc1ccccc1 | -1.0 | 53 | i | 32 | 3% |
| COC(=O)c1ccc(NC(=O)COc2coc(CN3CCc4ccccc43)cc2=O)cc1 | 0.0 | 77 | i | 29 | 1% |
| COc1ccc2oc(C(=O)OCC(=O)NCc3ccco3)c(C)c2c1 | 2.0 | 55 | i | 30 | -11% |
| COc1ccc(C[C@](C)(N)C(=O)O)cc1OC | 1.1 | 69 | i | 26 | -6% |
| CN(C)c1ccc(C(CNS(=O)(=O)c2ccc([N+](=O)[O-])cc2)N2CCCC2)cc1 (stereo not drawn) | 0.2 | 81 | i | 50 | 1% |
| Cc1ccc(S(=O)(=O)N(C)C)cc1NC(=O)CN1C(=O)NC(Cc2ccccc2)C1=O (stereo not drawn) | 0.8 | 55 | i | 42 | -1% |
| Cc1ccccc1OCC(=O)OCC(=O)Nc1cc(S(=O)(=O)N2CCCCC2)ccc1Cl | 1.7 | 65 | i | 52 | 5% |
| COc1cc(-c2nnc(NC(=O)c3ccco3)o2)cc(OC)c1OC | 2.5 | 53 | i | 32 | 3% |
| COc1ccc([C@@H]2[C@@H]3C(=O)N(C(C)(C)C)C(=O)[C@@H]3[C@]3(Cc4ccccc4)C(=O)N(c4ccc(C)cc4)C(=O)N23)cc1 | 0.8 | 71 | i | 24 | -6% |
| O=C(c1ccco1)N1CCN(Cc2cc(=O)c(OCc3ccccc3F)co2)CC1 | -0.4 | 62 | i | 32 | -4% |

More structures.
SMILES	NTR1 ag	NTR1 ag cell count 20 µM	T cell HTS	T cell HTS vesicle-bound %	PhoP inhibition
Cc1ccc(N=C2SCCCN2C(=O)c2cccc(N3C(=O)CCC3=O)c2)cc1Cl	-0.3	53	i	53	-2%
CC(OC(=O)c1ccc(Cl)c(S(N)(=O)=O)c1)C(=O)NCc1ccc2c(c1)OCO2 (stereo not drawn)	-1.8	56	i	33	0%
Cc1cc(C)cc(N(CCC#N)C(=O)COC(=O)c2ccc(OCc3c(C)noc3C)cc2)c1	1.5	65	i	52	-1%
CN(C(=O)COC(=O)/C=C/c1ccc(F)cc1)c1c(N)n(Cc2ccccc2)c(=O)[nH]c1=O	-0.1	48	i	60	-4%
CCOc1ccc(S(=O)(=O)NCCC(=O)N2CC(C)OC(C)C2)cc1 (stereo not drawn)	-0.7	56	i	27	-4%
O=C(COc1ccc(Cl)cc1)Nc1cc2c3c(c1)CC(=O)N3CCC2	5.4	60	i	37	-2%
Cc1cc(NC(=O)CSCC(=O)NCc2cccc(C(F)(F)F)c2)no1	-0.6	67	i	54	-4%
COc1ccc(CN(C)C(=O)c2ccc3c(=O)n4c(nc3c2)CCC4)c(OC)c1	-0.7	46	i	57	-9%
COc1cccc(NC(=O)C(OC(=O)c2cnc(C)cn2)c2ccccc2)c1 (stereo not drawn)	0.2	61	i	22	2%
CC(=O)c1cccc(NC(=O)CSc2nc(=O)n(Cc3ccccn3)c3c2CCC3)c1	0.7	56	i	40	5%
CCOc1ccccc1N1CC(C(=O)Nc2ccc(S(=O)(=O)N3CCCCC3)cc2)CC1=O (stereo not drawn)	-1.6	72	i	58	-6%
CCCCCNC(=O)Cc1ccc(S(=O)(=O)N2CCOCC2)s1	2.1	57	i	58	-6%
Cc1ccc(-c2nnc(NC(=O)c3ccco3)o2)c(C)c1	0.3	51	i	40	-15%
CC1(c2ccccc2Cl)NC(=O)N(CC(=O)Nc2cccnc2Cl)C1=O (stereo not drawn)	-0.5	67	i	29	0%
Cc1ccc(N2CC(NS(=O)(=O)c3cccnc3)CC2=O)cc1 (stereo not drawn)	0.0	66	i	53	4%
CSCCC(N=C1NS(=O)(=O)c2ccccc21)C(=O)N1CCCC(C(N)=O)C1 (stereo not drawn)	0.2	63	i	48	-9%
Cc1cc2c(cc1S(N)(=O)=O)S(=O)(=O)CCC2	3.4	45	i	64	9%
COc1ccccc1N1CCN(Cc2cc(=O)c(OCC(=O)NC3CCCC3)co2)CC1	0.5	60	i	46	4%
CSCCC(NS(=O)(=O)c1ccc(C)cc1)C(=O)N1CCN(C(C)=O)CC1 (stereo not drawn)	0.3	69	i	50	-5%

An excerpt, so the mix of outcomes need not match the whole.
